# Compound activity as filed in PubChem BioAssay.
# DENV2 CPE: DENV2-induced cell death inhibition; DENV2-infected cells, cytopathic effect rescue, plate reader; CPE inhibition, % at 9.99 µM; 350,000 compounds, 1.7% hits; in the data active means CPE inhibition above about 20%, passing the limit was not always enough; inconclusive means no clear call, values can overlap the other calls; tested in BHK-21 cells;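 further: 0% = median of neutral control wells and 100% = median of positive control wells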
# ERp5 inh: inhibitors of human ERp5. ERp5 insulin aggregation, absorbance 650 nm, 90 min. 350,000 compounds, 0.05% hits. inhibition, % at 9.99 µM;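 active means mean replicate inhibition above about 25%, with every replicate also reaching it, limit read from the data, passing the limit was not always enough; inconclusive means only one of those two criteria met; inactive means neither criterion met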
# Target sequence (Q15084 whole entry, looked up): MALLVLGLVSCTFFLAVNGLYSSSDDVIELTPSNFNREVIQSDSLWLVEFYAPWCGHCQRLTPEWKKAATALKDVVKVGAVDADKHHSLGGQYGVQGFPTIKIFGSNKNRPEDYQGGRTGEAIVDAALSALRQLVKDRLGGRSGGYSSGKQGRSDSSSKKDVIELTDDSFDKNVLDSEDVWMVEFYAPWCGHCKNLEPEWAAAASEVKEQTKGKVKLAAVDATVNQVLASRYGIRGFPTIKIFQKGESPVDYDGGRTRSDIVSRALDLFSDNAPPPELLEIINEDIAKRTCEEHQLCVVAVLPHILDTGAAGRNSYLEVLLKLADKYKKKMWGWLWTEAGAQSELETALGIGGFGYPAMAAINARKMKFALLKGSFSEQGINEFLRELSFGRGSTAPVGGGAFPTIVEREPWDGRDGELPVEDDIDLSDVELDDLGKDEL
# PglD inh: inhibitors of Campylobacter jejuni PglD acetyltransferase; inhibition, % at 12.5 µM; 360,000 compounds, 0.098% hits; purified PglD enzyme, DTNB colorimetric CoA detection; in the data active means inhibition above about 16%, passing the limit was not always enough; inconclusive means no clear call, values can overlap the other calls; further: strong numbers were not always called active
# E-selectin induc: induces E-selectin expression in human endothelial cells; P16581; HUVEC E-selectin immunofluorescence imaging; normalized: neutral wells 0, TNF-alpha wells 100; activation, % at 7.58 µM; 260,000 compounds, 0.37% hits;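 active means mean E-selectin-positive cell signal at least 10% of the positive control, reached in at least 60% of replicates, without over 20% cell loss; inconclusive means no rule given, readout overlaps actives, possibly toxicity-flagged; inactive means the rest, including those meeting only one limit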;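 further: in these data hits start at about 27%; measured in HUVEC primary endothelial cells; signal is the percent of cells scored E-selectin positive by PE staining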
# Target sequence (P16581 whole entry, looked up): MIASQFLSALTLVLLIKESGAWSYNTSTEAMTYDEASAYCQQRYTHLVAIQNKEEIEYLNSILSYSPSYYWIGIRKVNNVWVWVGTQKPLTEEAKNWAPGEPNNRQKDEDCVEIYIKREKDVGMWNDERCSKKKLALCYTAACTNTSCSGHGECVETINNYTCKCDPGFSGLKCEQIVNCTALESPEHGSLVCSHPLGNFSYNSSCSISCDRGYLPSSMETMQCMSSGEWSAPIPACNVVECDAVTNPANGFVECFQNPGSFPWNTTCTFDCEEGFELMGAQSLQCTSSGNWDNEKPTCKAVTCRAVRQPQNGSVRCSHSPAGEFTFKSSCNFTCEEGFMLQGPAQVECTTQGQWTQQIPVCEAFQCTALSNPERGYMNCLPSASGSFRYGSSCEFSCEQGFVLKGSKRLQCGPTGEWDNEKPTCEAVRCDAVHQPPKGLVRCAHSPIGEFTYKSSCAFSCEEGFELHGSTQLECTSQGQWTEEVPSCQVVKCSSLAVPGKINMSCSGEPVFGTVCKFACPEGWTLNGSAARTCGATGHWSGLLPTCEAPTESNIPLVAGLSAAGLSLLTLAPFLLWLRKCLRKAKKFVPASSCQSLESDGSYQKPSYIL
#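 Test system – human umbilical vein endothelial cells (HUVEC), E-selectin induction · Input – 3,000 HUVEC seeded per well · Buffer or medium – EGM-2, gelatin · Compound dosing – single-point compound dose · Detection – immunofluorescence imaging · Measure – percent E-selectin-positive cells · Controls – TNF-alpha high, DMSO low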
# S100A4 inh HTS: inhibitors of human S100A4 binding to myosin IIA peptide; P26447; S100A4/TAMRA-MyoIIA peptide fluorescence polarization; inhibition, % at 10.7 µM; 360,000 compounds, 0.14% hits; AID 652163;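 active means mean inhibition of at least 70% across replicates, with every replicate also reaching that level; inconclusive means mean inhibition reaches 70% but some replicates fall short; inactive means mean inhibition below 70%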
#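 assay system = human S100A4 monomer with TAMRA-labelled myosin IIA peptide | also added = labelled myosin peptide probe, 5 nM | incubation = 5 min between mix addition and reading | control set = DMSO and TFP controls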
# C2C12 statin: suppressors of simvastatin-induced myotoxicity in C2C12 myotubes. ATP luminescence, 48 h; scaled: DMSO 0, geranylgeraniol control 100. rescue of ATP level, % at 7.49 µM. 330,000 compounds, 0.78% hits;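 active means mean ATP rescue above about 67%, or every replicate alone reaching that limit, limit read from the data, passing the limit was not always enough; inconclusive means no clear call, values can overlap the other calls; inactive means mean under the limit and some replicate under it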;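 further: myotubes were challenged with 10 µM simvastatin during compound exposure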
# SIRT5 inh: sirtuin-5 (human) deacylase inhibition | AID 652115 | inhibition, % at 15 µM | 330,000 compounds, 1.1% hits | Q9NXA8 | Purified SirT5, succinyl-peptide AMC, trypsin-coupled fluorescence; in the data active means inhibition above about 15%; inconclusive means no clear call, values can overlap the other calls
# Numbers without * were called inactive; ? = inconclusive; / = no result given; & = joins results of further samples. Only part of the results is shown; count on the stated rates, not on these rows.
SMILES,DENV2 CPE,ERp5 inh,PglD inh,E-selectin induc,S100A4 inh HTS,C2C12 statin,SIRT5 inh
Cc1ccc(NC(=O)CSCC(=O)NCCc2ccccc2)c(C)c1,4,-3,-6,/,-2,2,-4
O=C(NC1CCOc2ccccc21)c1ccc(=O)[nH]c1 (centres undefined),-4,3,0,/,0,-2,1
COc1cc(S(=O)(=O)Nc2ccc(C)cc2)ccc1N=Cc1c(C)[nH]n(-c2ccccc2)c1=O,-8,5,/,/,7,/,-1
COc1cccc(-c2sc3ccc(OC)cc3c2-c2ccc(OCCN3CCOCC3)cc2)c1,/,0,3,0.3,3,-3,-1
CC(C)CNC(=S)N(CCN(C)C)Cc1cc2cc3c(cc2[nH]c1=O)OCO3,2,-1,-3,/,30,-9,-4
COc1ccc(/C=N/Nc2nc(-c3ccc(C)cc3)c(NC(C)=O)s2)cc1,13,/,-8,/,1,/,-2
COc1ccc(NC(=O)N(C)C[C@@H]2OCCCC[C@@H](C)Oc3ccc(NC(=O)Nc4ccc(F)cc4)cc3C(=O)N([C@@H](C)CO)C[C@H]2C)cc1,1,5,3,-0.2,-8,/,10
CCOC(=O)C1=CCN(S(=O)(=O)c2ccccc2C(=O)OC)C1c1ccc(Cl)cc1 (centres undefined),-2,-1,1,-0.2,-2,6,-1
CCN(CC)C(=O)[C@H]1C[C@H](CC(=O)NCCCN(C)C)C(=O)N2CCc3c([nH]c4cc(CCC(=O)N(C)C)ccc34)[C@]12C,16,23,-2,/,13,-2,2
CC(C)NC(=O)N(C)C[C@H]1OCCCC[C@@H](C)Oc2ccc(NC(=O)Nc3ccc(F)cc3)cc2C(=O)N([C@@H](C)CO)C[C@H]1C,8,0,1,0.1,2,/,-2
O=C(O)COc1ccc(-c2nccc(-c3ccccn3)n2)cc1,7,-1,/,/,3,3,/
O=C(N/N=C/c1cccc([N+](=O)[O-])c1)c1ccc(Br)cc1,-7,-8,/,11,0,/,-11
O=C(Cn1cc(COc2c(F)c(F)cc(F)c2F)nn1)c1ccc(O)cc1,-7,-4,-4,-1.3,19,8,0
CC(=O)N1CCN(S(=O)(=O)c2ccc3c(c2)CC(=O)N3)CC1,-9,-5,/,-0.2,2,10,-5
COCC#Cc1ccc2c(c1)O[C@H](CN(C)C(=O)Nc1ccc(OC)cc1)[C@@H](C)CN([C@H](C)CO)S2(=O)=O,7,-6,2,0.6,2,32,7

# Some entries already given with just S100A4 inh HTS:
structure,S100A4 inh HTS
COc1cccc(-c2sc3ccc(OC)cc3c2-c2ccc(OCCN3CCOCC3)cc2)c1,3
CC(C)CNC(=S)N(CCN(C)C)Cc1cc2cc3c(cc2[nH]c1=O)OCO3,30
COc1ccc(/C=N/Nc2nc(-c3ccc(C)cc3)c(NC(C)=O)s2)cc1,1

# Further records follow:
SMILES,DENV2 CPE,ERp5 inh,PglD inh,E-selectin induc,S100A4 inh HTS,C2C12 statin,SIRT5 inh
Cc1noc(C)c1NC(=O)N(C)C[C@@H]1Oc2c(NC(=O)C3CCCCC3)cccc2C(=O)N([C@@H](C)CO)C[C@H]1C,-13,-1,0,0.0,-11,-17,0
CCOc1ccc(N(C)c2ccc(/C=C3/SC(=S)NC3=O)cc2)cc1,-1,-7,6,/,3,26,-2
O=C(CSc1nc2ccccc2nc1N1CCOCC1)N1CCN(c2ccccc2)CC1,-7,5,2,/,-3,28,2
COc1ccccc1CCNC(=O)C1(C)CC1(Cl)Cl (centres undefined),1,-2,5,/,-3,10,13
COc1ccc(/C=C2/Sc3ccc(C(=O)N4CCc5ccccc5C4)cc3NC2=O)cc1,2,-1,/,/,0,/,/
O=C(c1ccco1)N1CCN(C(=O)c2cccc3c2C(=O)N(Cc2cccnc2)C3)CC1,-2,1,-4,-0.5,-1,10,1
COc1ccc(/C=C2\SC(=S)N(CCC(=O)N3CCOCC3)C2=O)cc1OC,7,-2,6,0.0,0,8,/
CO[C@@H]1CN(C)C(=O)c2cc(NC(=O)c3cccc(F)c3)ccc2OC[C@H](C)N(C)C[C@@H]1C,-1,-5,-5,0.1,8,6,1
Cc1ccc(C(=O)NNC(=O)c2ccc(S(=O)(=O)N3CCOCC3)cc2)cc1,7,4,0,/,1,7,-3
COc1cc(OC)c(NC(=O)C(=O)CC(=O)c2ccc(C)cc2C)cc1Cl,2,-2,-4,3.6,-17,/,-1
COc1ccccc1CNS(=O)(=O)c1ccc2c(c1)CC(C)N2C(=O)C1CC1 (centres undefined),9,0,0,/,3,19,-12
COC(=O)c1cc(OCC(=O)Nc2ccc3c(c2)CCC3)cc(C(=O)OC)c1,5,-2,-3,/,-2,0,-3
O=C(Nc1cc(F)ccc1F)N1CCCCN2[C@@H](CO)[C@@H](c3ccc(-c4cccnc4)cc3)[C@@H]2C1,6,0,1,0.2,-8,-15,-1
C[C@H]1CCCCO[C@@H](CN(C)C(=O)CCCN(C)C)[C@@H](C)CN([C@@H](C)CO)C(=O)c2cc(NC(=O)C3CCCCC3)ccc2O1,?,2,-2,0.2,14,/,-1
Cn1c(=O)c(/C(N)=N/OC(=O)c2ccccc2)cn(-c2ccccc2)c1=O,-4,0,/,-0.3,-2,6,-1
C=CCN1c2ccccc2[C@]23C[C@@H](C(=O)OC)N=C2NC(C(=O)OC)=C(C(=O)OC)[C@H]13,0,1,1,0.1,8,9,2
CC(Oc1ccc(Cl)cc1Cl)c1nc(-c2ccc(NC(=O)c3ccccn3)cc2)no1 (centres undefined),-5,-5,3,/,-4,-69,-11
O=C(COc1c(Br)cc(Br)c2cccnc12)Nc1ccccc1F,-3,2,/,/,-10,/,5
O=C(Nc1ccc(S(=O)(=O)N2CCCC2)cc1)c1ccc(OCC2CCCO2)cc1 (centres undefined),6,0,2,-0.2,-6,-3,-5
Cc1cc(C)n(CCN(C)C(=O)c2cc(COc3c(F)cccc3F)on2)n1,1,-3,/,-0.1,3,/,2
C(=C/c1ccccc1)/c1ccccc1,-12,3,/,/,15,/,/
COC(=O)c1c(NC(=O)CSc2nc3ccccc3c(=O)n2-c2ccccc2)sc(C)c1C,-6,1,/,/,-2,/,2
COC(=O)c1ccc(NC(=O)CSc2nnc(CNc3ccc(F)cc3)n2C)cc1,2,4,-2,/,2,-4,-2
COc1cccc(S(=O)(=O)N[C@@H]2C=C[C@H](CC(=O)NCc3ccccc3)O[C@H]2CO)c1,-4,1,4,-0.7,-5,2,-5
O=C1NC(Cc2ccccc2)c2nc3cc(F)c(F)cc3c(=O)n2-c2ncccc21 (centres undefined),6,2,4,/,-10,-3,-6
O=C(CNC(=O)c1[nH]cnc1C(=O)NC(c1ccccc1)c1ccccc1)OCc1ccccc1,1,0,0,/,-3,4,-3
O=C(CN1C(=O)NC2(CCCC2)C1=O)Nc1nc(-c2ccc(F)cc2)cs1,/,/,-2,0.2,/,4,/
O=C(CSc1ccc2ccccc2n1)Nc1nsc(-c2ccc(Cl)cc2)n1,-2,2,-3,0.9,2,/,/
COCC(=O)N1CC(=O)N2[C@@H](CO)[C@@H](c3ccc(C#Cc4cccc(OC)c4)cc3)[C@@H]2C1,-2,-5,/,0.2,-1,/,2
COc1ccc(-c2ccc(N(C)C)cc2)cc1[C@H]1[C@H]2C=CC[C@@H](C)[C@@H]2C(=O)N1Cc1ccccc1,?,2,-1,-0.8,-2,5,/
C=CCn1cccc(C(=O)Nc2cc(OC)cc(OC)c2)c1=O,2,5,2,/,-2,2,0
CCc1ccc(/C=N/NC(=O)c2cc(-c3cccc([N+](=O)[O-])c3)n[nH]2)cc1,-3,3,-6,/,0,/,-2
O=C(CC(F)(F)F)N1C[C@H]2[C@@H](c3ccccc31)[C@H](CO)N2C(=O)C1CC1,-3,1,-1,2.6,10,-13,1
Cc1ccc([N+](=O)[O-])c(NC(=O)COC(=O)CCNS(=O)(=O)c2cccs2)c1C,-8,1,14,0.6,-2,11,-1
CCCc1c(C)nc(N2CCN(c3ccccc3OC)CC2)[nH]c1=O,2,1,4,/,4,-5,0
COc1ccccc1OCC(=O)O,/,/,-4&8,-2.1,-9,21,/
COC(=O)c1ccc(CN2CCC(CO)(Cc3ccc(OC)cc3)CC2)cc1,7,-9,0,/,-10,6,-2
O=C1CC(N2CCN(c3ccc(F)cc3)CC2)C(=O)N1c1ccc2c(c1)OCO2 (centres undefined),-9,1,/,/,2,1,0
C[C@@H]1CN([C@H](C)CO)S(=O)(=O)c2ccc(C3=CCCC3)cc2O[C@H]1CN(C)C(=O)c1ccncc1,45*,-3,1,-0.2,3,-29,-11
COc1ccc(S(=O)(=O)N2CCCCN3[C@H](CO)[C@H](c4ccc(C5=CCCCC5)cc4)[C@@H]3C2)cc1,-3,-1,-4,/,-5,/,-3
CCOC(=O)CC(=O)CSc1nc2c(sc(=S)n2-c2ccc(OCC)cc2)c(=O)[nH]1,20,0,-4,/,-4,1,-1
COc1cccc(C2=CC(=O)C[C@H](c3ccc(OC)c(OC)c3)C2)c1,8,-1,2,0.1,-2,22,-1
O=C(NCc1cccnc1)c1[nH]c(C(F)(F)F)nc1-c1ccccc1,?,-1,-6,0.0,-7,1,-1
COC(=O)C[C@H]1CC[C@H]2[C@H](COc3ccc(NC(=O)Nc4c(C)noc4C)cc3C(=O)N2C)O1,4,5,-2,0.0,-4,10,-4
COc1ccc(C(=O)NC2CCCc3ccccc32)c(OC)c1OC (centres undefined),-4,1,2,-0.1,5,-6,/

# Three entries already listed, arranged by the value under SIRT5 inh, high to low.
canonical_smiles,SIRT5 inh
COc1cccc(C2=CC(=O)C[C@H](c3ccc(OC)c(OC)c3)C2)c1,-1
COC(=O)c1ccc(CN2CCC(CO)(Cc3ccc(OC)cc3)CC2)cc1,-2
COC(=O)C[C@H]1CC[C@H]2[C@H](COc3ccc(NC(=O)Nc4c(C)noc4C)cc3C(=O)N2C)O1,-4

# Next structures:
SMILES,DENV2 CPE,ERp5 inh,PglD inh,E-selectin induc,S100A4 inh HTS,C2C12 statin,SIRT5 inh
C[C@@H]1CN([C@H](C)CO)C(=O)c2cc(NC(=O)Cc3ccccc3)ccc2O[C@@H]1CN(C)Cc1ccc(Cl)c(Cl)c1,-6,-4,10,2.6,4,63,2
Cc1ccccc1C(=O)N1CCC(C(=O)NC2CCCC2)CC1,3,6,-2,/,-16,21,-6
Cc1cc(OCC(O)CN2CCc3ccccc3C2)cc(C(C)C)c1 (centres undefined),6,3,-3,0.1,-17,-13,-3
Cc1nc2ccccn2c1C(=O)NN=C1C2CC3CC(C2)CC1C3,9,-1,5,-1.9,-1,/,1
CC(=O)c1cccc(NC(=O)c2cccc(N3C(=O)c4ccccc4C3=O)c2)c1,-4,8,-4,0.1,12,7,0
Fc1ccc(-c2csc(N3CCSCC3)n2)cc1,0,-1,2,/,9,1,1
COc1ccc(N(C(=O)c2ccncc2)S(=O)(=O)c2cccc([N+](=O)[O-])c2)cc1,-7,-8,0,0.3,1,4,3
O=C(CSc1ncnc2ccccc12)NCC(=O)c1ccccc1,5,0,/,/,4,/,-3
Cc1ccccc1C(=O)N1CCC2CC1c1cc(-c3ccc(F)cc3)ccc12 (centres undefined),?,-4,-4,-0.1,-14,8,-2
CCC(CC)C(=O)N(C)c1c(C)nc2c(OCCC3CCCCC3)cccn12,3,2,1,0.9,-2,24,/
O=C1NC[C@@H](CCCCN2CCN(CCC3CCCCC3)C(=O)C2=O)N(Cc2ccccc2)C1=O,12,-17,/,0.1,-4,/,0
CNC(=O)CC1C(=O)N(c2ccc(F)cc2)C(=S)N1NC(=O)c1ccc(Cl)cc1 (centres undefined),-3,-3,-4,/,-10,5,-5
O=C(Nc1nccs1)C(F)(F)C(F)(F)C(F)(F)C(=O)Nc1nccs1,4,0,1,0.0,3,/,-1
O=C(Nc1ccccc1)N[C@H]1CC[C@H](CCn2cc(-c3ccccc3F)nn2)O[C@H]1CO,2,-1,/,-0.4,-1,/,-5
